Assay outcomes as filed in PubChem.
FLuc counter: qHTS profiling assay for firefly luciferase inhibitor/activator using purifed enzyme and Km concentrations of substrates (counterscreen for miR-21 project) | Luciferin 4-monooxygenase (Photinus pyralis), P08659 | purified FLuc, Km substrates, luminescence inhibition | Potency, µM (top dose mostly 57.5 µM), for inactives: at the top dose activity change, negative = inhibition, actives largely listed as inhibitors | 6.9% of 360,000 active | AID 588342, 2011;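 further: potency means the concentration at half of the fitted maximal effect; plate controls were vehicle for no effect and reference inhibitor for full effect; nearly all actives have a fitted effect of over 55% in size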
Target sequence (P08659 whole entry, looked up): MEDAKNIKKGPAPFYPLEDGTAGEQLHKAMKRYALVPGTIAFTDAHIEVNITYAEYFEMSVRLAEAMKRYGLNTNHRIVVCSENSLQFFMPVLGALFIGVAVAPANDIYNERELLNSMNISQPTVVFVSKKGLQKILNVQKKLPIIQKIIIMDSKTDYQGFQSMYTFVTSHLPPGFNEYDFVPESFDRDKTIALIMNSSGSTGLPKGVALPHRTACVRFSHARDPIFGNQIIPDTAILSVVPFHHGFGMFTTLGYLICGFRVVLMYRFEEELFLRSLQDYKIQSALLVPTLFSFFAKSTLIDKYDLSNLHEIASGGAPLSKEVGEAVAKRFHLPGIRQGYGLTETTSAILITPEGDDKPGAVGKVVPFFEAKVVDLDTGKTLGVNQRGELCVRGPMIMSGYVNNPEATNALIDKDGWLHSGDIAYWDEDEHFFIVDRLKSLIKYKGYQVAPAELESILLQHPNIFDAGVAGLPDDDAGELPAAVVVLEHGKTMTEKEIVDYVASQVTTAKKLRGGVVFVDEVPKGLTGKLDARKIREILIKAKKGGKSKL
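Purified P. pyralis luciferase, 10 nM final, with Km-level 10 uM D-luciferin and 10 uM ATP in 50 mM Tris acetate pH 7.5, 10 mM Mg acetate, 0.01% Tween-20, 0.05% BSA; 6-point qHTS titration about 60 µM downward; luminescence read.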
RORgamma inh: qHTS for inhibitors of ROR gamma transcriptional activity. Nuclear receptor ROR-gamma (Mus musculus), P51450. Drosophila S2 Gal4-RORgamma UAS-luciferase reporter, 20 h. Potency, µM (highest dose often 53.6 µM), for inactives: top-dose activity change, negative = inhibition, usual class: inhibitors. 5.4% of 310,000 active. AID 2551, 2010; further: potency means the concentration at half of the fitted maximal effect; on the % scale 0 is the no-effect control and ±100 the full control effect; nearly all actives have a fitted effect of over 60% in size
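Compounds are pin-transferred onto Drosophila Schneider cells expressing a copper-inducible Gal4–ROR gamma transactivation domain fusion. After 1 hr, copper sulfate is added to 700 uM final; luciferase is read 20 hr later.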
Giardia kill: Small Molecules that selectively kill Giardia lamblia: qHTS | Giardia lamblia trophozoite viability | 0.15% of 340,000 active | activity change, % at 7.66 µM, hits read low; in the data active means activity change below about -80%; inconclusive means between about -30% and that limit;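 further: parasites exposed to compound for two days anaerobically before the ATP read; on the % scale 0 is the no-effect control and ±100 the full control effect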
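ATP-content bioluminescence gauges trophozoite survival. Cells (100/well) receive compound and incubate anaerobically for 48 hrs at 37 deg C; detection reagent follows for 15-30 min at room temperature.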
ELG1 genotox: qHTS screen for small molecules that induce genotoxicity in human embryonic kidney (HEK293T) cells expressing luciferase-tagged ELG1. HEK293T ELG1-luciferase reporter, luminescence, 16 h. Potency, µM (highest dose often 46 µM), inactives show top-dose activity change, positive = activation, hits mostly activators. 1.3% of 330,000 active. AID 504466, 2011; further: potency means the concentration at half of the fitted maximal effect; % of control where 0% means no effect; nearly all actives have a fitted effect of over 60% in size
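Screening used a luciferase reporter fused to human ELG1 in HEK293T cells. Luminescence was read on a CCD plate imager after 16 hr exposure and 30 min ONE-Glo incubation.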
p53 reactivator: qHTS assay for re-activators of p53 using a Luc reporter | Potency, µM (highest dose often 92.2 µM), for inactives: at the highest dose activity change, positive = activation, usual class: activators | AID 504706, 2011 | 0.063% of 320,000 active | H1299 p53-A138V BP100-luciferase reporter, luminescence, 24 h; further: potency means the concentration at half of the fitted maximal effect; % of control where 0% means no effect; nearly all actives have a fitted effect of over 45% in size
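H1299 (p53-null), stable ts p53-A138V + BP100-Luc; 1000 cells/well, Opti-MEM/10% FBS; cpd 4 pt, 1:5; 24 h, 37 deg C, 5% CO2; detection reagent 10 min RT; luminescence.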
VP16 counter: VP16 counterscreen qHTS for inhibitors of ROR gamma transcriptional activity. Drosophila S2 Gal4-VP16 UAS-luciferase, luminescence, 20 h. Potency, µM (doses to about 53.6 µM), for the others: top-dose activity, negative = inhibition, actives largely listed as inhibitors. 3.5% of 310,000 active;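 further: Gal4-VP16 expression switched on by copper sulfate through the metallothionein promoter; potency means the concentration at half of the fitted maximal effect; on the % scale 0 is the no-effect control and ±100 the full control effect; nearly all actives have a fitted effect of over 50% in size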
PKM2 act: qHTS Assay for Activators of Human Muscle isoform 2 Pyruvate Kinase; purified PKM2, Kinase-Glo ATP luminescence, activation; response scale: 0% is enzyme alone, no compound; Potency, µM (series often up to 57.5 µM), for the others: top-dose activation, usual class: activators; 0.34% of 260,000 active; further: potency means the concentration at half of the fitted maximal effect; on the % scale 0 is the no-effect control and ±100 the full control effect; nearly all actives have a fitted effect of over 55% in size
Target sequence (P14618 whole entry, looked up, canonical isoform): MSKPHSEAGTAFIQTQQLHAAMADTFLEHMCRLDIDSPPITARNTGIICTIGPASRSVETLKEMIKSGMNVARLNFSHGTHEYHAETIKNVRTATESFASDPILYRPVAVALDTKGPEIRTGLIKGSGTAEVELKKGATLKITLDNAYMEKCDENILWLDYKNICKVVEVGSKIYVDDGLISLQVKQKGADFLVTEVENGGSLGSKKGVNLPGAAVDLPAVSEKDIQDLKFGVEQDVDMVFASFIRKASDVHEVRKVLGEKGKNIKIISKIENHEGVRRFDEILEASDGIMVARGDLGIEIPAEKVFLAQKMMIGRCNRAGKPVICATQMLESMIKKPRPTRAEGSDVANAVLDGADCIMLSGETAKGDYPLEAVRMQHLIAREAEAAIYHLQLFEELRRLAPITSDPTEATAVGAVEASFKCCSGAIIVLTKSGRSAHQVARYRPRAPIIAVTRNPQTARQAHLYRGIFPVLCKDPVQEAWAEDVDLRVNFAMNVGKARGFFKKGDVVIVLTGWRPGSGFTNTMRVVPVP
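Kinase-Glo luminescence reports ATP generated from ADP (0.1 mM) and PEP (0.5 mM) by purified hPK-M2 after 1 h at room temperature, pH 7.2 imidazole buffer; intermediate enzyme activity allows detecting inhibitors and activators.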
BRCA1 expr act: qHTS Assay to Identify Small Molecule Activators of BRCA1 Expression; MCF7-BRCA1-FFLuc reporter, luminescence, 48 h; response scale: scaled: vehicle 0%, 10 µM genistein 100%; Potency, µM (top dose mostly 46.1 µM), inactives show top-dose activation, actives largely listed as activators; 1.1% of 380,000 active; AID 624202, 2012; further: potency means the concentration at half of the fitted maximal effect; nearly all actives have a fitted effect of over 80% in size; some results filed as inactive show a strong effect at the top dose
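First, MCF7-BRCA1-FFLuc cells (2000/well) attach for 2 h; next, compounds are pin-added and incubated 48 h at 37 °C; finally, luciferase reagent is added and luminescence read after 15 min.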
Menin-MLL TR inh: qHTS Assay for Inhibitors Targeting the Menin-MLL Interaction in MLL Related Leukemias: Competition With Texas Red Labeled MLL-derived Mutant Peptide; O00255; Menin + Texas Red MLL mutant peptide, fluorescence polarization; Potency, µM (series often up to 61.6 µM), without a hit: top-dose FP activity change, negative = inhibition, hits mostly inhibitors; 0.23% of 270,000 active; AID 1768, 2009; active means well fitted inhibition curve with a large enough effect in the polarisation, with a control signal flat, not every such curve was filed as active; inconclusive means small, poorly fitted or top-dose-only effect, or effect the other way, or a change in a side signal; inactive means no such curve, though single readings can be large or run the other way; the % refers to the polarisation; further: potency means the concentration at half of the fitted maximal effect; % of control where 0% means no effect; many of its hits are not listed in these tables
NPC1 prom act: qHTS Assay for NPC1 Promoter Activators. Huh7 NPC1 promoter luciferase reporter, 24 h. Potency, µM (top dose mostly 9.22 µM), without a hit: at the highest dose activation, most hits filed as activators. 2.4% of 320,000 active. AID 485313, 2010;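 further: potency means the concentration at half of the fitted maximal effect; % of control where 0% means no effect; nearly all actives have a fitted effect of over 60% in size; reporter is driven by a mutant NPC1 promoter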
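In 1536-well qHTS, Huh7 cells harboring an NPC1 promoter–luciferase construct received compound for 24 h; activation was quantified by luminescence following luciferase reagent addition.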
Rab9 prom act: qHTS Assay for Rab9 Promoter Activators. AID 485297, 2010. Huh7 Rab9 promoter-luciferase reporter, luminescence, 24 h. 2.8% of 320,000 active. Potency, µM (titrated, usually from 9.22 µM), for inactives: at the highest dose activation, negative = inhibition, usual class: activators; further: potency means the concentration at half of the fitted maximal effect; % of control where 0% means no effect; nearly all actives have a fitted effect of over 60% in size
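Huh7 cells stably carrying Rab9 promoter–luciferase reporter, plated 1500 cells/well, compound added after 2 h and incubated 24 h at 37 °C; luciferase luminescence then read after 10 min with detection reagent.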
* hit, by the source's call; u = inconclusive; x = not tested or not shown; [ ] = dose if it differs, or a comment. Unless noted, the call rests on the fitted dose curve; in most records, active means well fitted curve in the direction sought with a large enough effect; inconclusive means small, poorly fitted or top-dose-only effect, or another doubt; inactive means no such curve, though single readings can be large; an effect the other way counts as inactive or inconclusive.

Structure,Giardia kill,FLuc counter,ELG1 genotox,VP16 counter,Menin-MLL TR inh,PKM2 act,NPC1 prom act,Rab9 prom act,BRCA1 expr act,RORgamma inh,p53 reactivator
Cc1cc(Cn2nc(C(=O)NCc3cccc(Br)c3)cc2-c2ccccc2)on1,13,1%,-6%,x,x,x,2%,-1%,9%,x,-10%
COc1ccc(N(CC(=O)NC2CCCC2)C(=O)CCC(=O)Nc2nc(C)cs2)cc1OC,-2,1%,1%,3%,-8%,-10%,-1%,-4%,-6%,-1%,-1%
CCN(C(=O)COC(=O)c1ccc(COc2ccc3c(C)cc(=O)oc3c2)cc1)C1CCS(=O)(=O)C1 (centres undefined),2,-13%,8%,4%,-8%,1%,8%,0%,52%,3%,2%
CCCCc1nnc(NC(=O)CSc2nc(O)c(Cc3ccccc3)c(=O)[nH]2)s1,27,u,1%,-5%,-15%,6%,-2%,-7%,38%,-4%,2%
CCOc1ccc(-c2nc(S(=O)(=O)c3ccccc3)c(N3CCC(C(N)=O)CC3)o2)cc1,19,-1%,-5%,2%,x,-6%,0%,0%,-1%,0%,11%
CC(C)(C)c1cc(NC(=O)c2cccc([N+](=O)[O-])c2)no1,-1,u,u,u,u,1%,2.2µM*,1.4µM*,u,-1%,12%
CC1CCC(NC(=O)CCS(=O)(=O)c2ccc3c(c2)NC(=O)CO3)CC1 (centres undefined),-3,-2%,-3%,-2%,8%,-9%[0.46 µM],-5%,-4%,0%,2%,-6%
CCOC(=O)C1=C(COC(=O)C2(C)CC2(Cl)Cl)NC(=O)NC1c1ccccc1 (centres undefined),3,3%,-5%,-3%,u,0%,-1%,4%,-8%,17%,-2%

(cont.)
Structure,Giardia kill,FLuc counter,ELG1 genotox,VP16 counter,Menin-MLL TR inh,PKM2 act,NPC1 prom act,Rab9 prom act,BRCA1 expr act,RORgamma inh,p53 reactivator
CCOC(=O)C1(Cc2ccc(OC)cc2)CCN(C(=O)CCN2CCCC2=O)CC1,-13,-15%,2%,6%,u,-17%,-2%,11%,0%,31%,3%
O=C(O)C1=C(Nc2ccccc2)OCC1=O,-27,u,-5%,2%,0%,x,2%,-1%,-5%,-2%,2%
C/C(=N\Nc1ccc(F)cc1F)c1ccc(F)cc1,x,u,6%,-3%,u,0%,-3%,2%,x,39%,5%
COC(=O)CCCSc1nccn1-c1ccccc1,6,-6%,1%,-14%,u,-1%,-2%,u,-3%,0%,6%
Cc1cc(C)cc(OCC(=O)Nc2cccc(S(=O)(=O)NC3=NCCC3)c2)c1,-15,-12%,-2%,x,x,x,-16%,-1%,-37%,x,0%
CN(Cc1ccccc1)S(=O)(=O)c1ccc(Cl)c(C(=O)NCCc2ccccn2)c1,8,-3%,-12%,6%,-9%,u,-3%,-3%,-20%,10%,-2%
Cc1ccccc1-n1c(Cn2c(=O)sc3ccccc32)nnc1SC(C)C,-28,-1%,-2%,3%,-28%,-1%,-1%,-2%,-16%,-23%,7%
COc1cc2[nH]c3c(=O)n(CCN4CCCCC4)cnc3c2cc1OC,-6,0%,0%,1%,-6%,3%,0%,-4%,8%,12%,-5%

(listing goes on)
Structure,Giardia kill,FLuc counter,ELG1 genotox,VP16 counter,Menin-MLL TR inh,PKM2 act,NPC1 prom act,Rab9 prom act,BRCA1 expr act,RORgamma inh,p53 reactivator
O=[N+]([O-])c1ccccc1Nc1ccc(O)cc1,-6,-1%,7%,6%,u,u,1%,-3%,43%,-22%,5%
O=C(NC(=S)Nc1ccccc1C(=O)O)c1ccc2ccccc2c1,8,u,2%,1%,x,-1%,-1%,14%,27%,2%,10%
CN(C(=O)c1cc(COc2ccc(F)cc2Cl)on1)C1CCCc2ccccc21 (centres undefined),-22,0%,-9%,0%,x,x,-20%,-2%,1%,u,6%
Cc1ccc(N2CC(=O)N(NC(=O)CN3CCN(c4ccccc4)CC3)CC2=O)cc1,4,-1%,-2%,-1%,x,-3%,2%,-1%,-6%,-1%,-5%
O=C1C=C(c2cc(C(F)(F)F)cc(C(F)(F)F)c2)C[C@@H](c2ccc(Cl)cc2)C1,-8,-3%,1%,x,x,x,-5%,-13%,-13%,x,10%
COc1ccc(NC(=S)Nc2nc(CC(=O)Nc3ccccc3OC)cs2)cc1,4,u,3%,4.5µM*,u,1%,-2%,-7%,-62%,1.8µM*,-7%
COc1cc(CNCc2c[nH]c3ccccc23)cc(OC)c1,4,3%,-12%,-15%,u,1%,-6%,-13%,-48%,u,-9%
CN(C)CCCN(C(=O)c1ccc(S(=O)(=O)N2CCc3ccccc32)cc1)c1nc2ccc(Cl)cc2s1,37[activator],0%,u,u,x,-23%,1%,7%,-34%,-38%,u

Next part
Structure,Giardia kill,FLuc counter,ELG1 genotox,VP16 counter,Menin-MLL TR inh,PKM2 act,NPC1 prom act,Rab9 prom act,BRCA1 expr act,RORgamma inh,p53 reactivator
Cc1ccccc1CC(=O)NC1CCN(Cc2ccccc2)CC1,18,6%,0%,5%,2%,1%,-1%,-2%,14%,-16%,x
O=C(c1csc2c1CCCC2)N1CCCCC1,6,0%,-2%,5%,-14%,-5%,-2%,3%,0%,1%,-2%
CCn1cc(CN2CCC(C(=O)Nc3ccc(Oc4cccnc4)cc3)CC2)cn1,4,5%,-11%,0%,x,0%,-2%,8%,-14%,-18%,9%
CSc1cnc2c(N)nc(N(C)C)nc2n1,9,4%,0%,1%,-1%,-3%,-4%,1%,30%,-12%,22%
CCCCNC(=O)CCn1c(=O)c2ccccc2n(CC(=O)N2CC(C)CC(C)C2)c1=O (centres undefined),6,0%,0%,-21%,u,-2%,0%,-5%,0%,-30%,7%
Cc1ccc(N2C(=O)C3C4C=CC(C4)C3C2=O)cc1 (centres undefined),23,u,4%,1%,-8%,4%,-2%,10%,-5%,2%,4%
Nc1nc(SCC(=O)NCc2ccccc2)[nH]c(=O)c1NC(=O)c1ccccc1F,-8,0%,1%,-1%,1%,-5%,-2%,1%,15%,-2%,3%
COc1ccc(S(=O)(=O)N2CCc3ccccc32)cc1OC,u,6%,-3%,-4%,-5%,15%,-3%,-4%,-21%,21%,x

2 entries from above in another layout:
Results follow in this order: Giardia kill	FLuc counter	ELG1 genotox	VP16 counter	Menin-MLL TR inh	PKM2 act	NPC1 prom act	Rab9 prom act	BRCA1 expr act	RORgamma inh	p53 reactivator
CCCCNC(=O)CCn1c(=O)c2ccccc2n(CC(=O)N2CC(C)CC(C)C2)c1=O (centres undefined)
  6	0%	0%	-21%	u	-2%	0%	-5%	0%	-30%	7%
Nc1nc(SCC(=O)NCc2ccccc2)[nH]c(=O)c1NC(=O)c1ccccc1F
  -8	0%	1%	-1%	1%	-5%	-2%	1%	15%	-2%	3%

RORgamma inh: what is marked active above.
molecule,Menin-MLL TR inh,PKM2 act,NPC1 prom act,Rab9 prom act,BRCA1 expr act,RORgamma inh,p53 reactivator
COc1ccc(NC(=S)Nc2nc(CC(=O)Nc3ccccc3OC)cs2)cc1,u,1%,-2%,-7%,-62%,1.8µM*,-7%

Following part.
Structure,Giardia kill,FLuc counter,ELG1 genotox,VP16 counter,Menin-MLL TR inh,PKM2 act,NPC1 prom act,Rab9 prom act,BRCA1 expr act,RORgamma inh,p53 reactivator
Cc1cccc(OCc2n(CC(=O)OC3CC(C)CCC3C(C)C)c3ccccc3[n+]2C)c1 (centres undefined),-4,-1%,-13%,u,u,-21%,-8%,-12%,-99%,u,-12%
Cc1cccc(C)c1NC(=S)NCc1ccccc1,1,0%,-5%,0%,3%,8%,-1%,1%,-6%,19%,-2%
COc1ccc(-c2nc(CN3CCC(c4ccccc4)CC3)c(C)o2)cc1OC,12,1%,-5%,1%,-20%,0%,-2%,1%,12%,u,-5%
COc1ccc(S(N)(=O)=O)cc1C(=O)OCC1CCCCC1,-14,-2%,5%,-2%,0%,4%,1%,-2%,-1%,4%,3%
Cc1ccc(NC(=O)CN(C)S(=O)(=O)c2cnc[nH]2)cc1C,-9,-2%,1%,3%,4%,1%,-4%,-12%,28%,5%,22%
Cc1ccc2nc(NCC(=O)NN)nc(-c3ccccc3)c2c1,6,-3%,-3%,3%,x,1%,1%,2%,-3%,2%,-5%
Cc1c(C(=O)Nc2ccc(C(=O)O)cc2)cnn1C,-11,5%,2%,-10%,-2%,-2%,4%,-4%,-4%,-16%,7%

Only part of the results is shown; count on the stated rates, not on these rows.
